Bioassay records from PubChem.
FEN1 inh: blocks human flap endonuclease 1 | Recombinant FEN1 flap cleavage, fluorescence, 15 min | Potency, µM (doses to about 114 µM), for inactives: at the top dose activity change, negative = inhibition, actives largely listed as inhibitors | 0.35% of 390,000 active | AID 588795; note: nearly all actives have a fitted effect of over 65% in size
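Enzyme 10 nM, 15 min RT preincubation with compound; start with substrate 50 nM final; reads at 0 and 15 min; qHTS titration, four-parameter Hill fit.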
GCN5L2 inh: inhibitors of human GCN5L2 histone acetyltransferase; Potency, µM (series often up to 58.9 µM), inactives show top-dose activity change, negative = inhibition, usual class: inhibitors; AID 504327; 0.21% of 390,000 active; GCN5L2 HAT assay, ThioGlo1 CoA-SH fluorescence; Q92830
Target sequence (Q92830 whole entry, looked up): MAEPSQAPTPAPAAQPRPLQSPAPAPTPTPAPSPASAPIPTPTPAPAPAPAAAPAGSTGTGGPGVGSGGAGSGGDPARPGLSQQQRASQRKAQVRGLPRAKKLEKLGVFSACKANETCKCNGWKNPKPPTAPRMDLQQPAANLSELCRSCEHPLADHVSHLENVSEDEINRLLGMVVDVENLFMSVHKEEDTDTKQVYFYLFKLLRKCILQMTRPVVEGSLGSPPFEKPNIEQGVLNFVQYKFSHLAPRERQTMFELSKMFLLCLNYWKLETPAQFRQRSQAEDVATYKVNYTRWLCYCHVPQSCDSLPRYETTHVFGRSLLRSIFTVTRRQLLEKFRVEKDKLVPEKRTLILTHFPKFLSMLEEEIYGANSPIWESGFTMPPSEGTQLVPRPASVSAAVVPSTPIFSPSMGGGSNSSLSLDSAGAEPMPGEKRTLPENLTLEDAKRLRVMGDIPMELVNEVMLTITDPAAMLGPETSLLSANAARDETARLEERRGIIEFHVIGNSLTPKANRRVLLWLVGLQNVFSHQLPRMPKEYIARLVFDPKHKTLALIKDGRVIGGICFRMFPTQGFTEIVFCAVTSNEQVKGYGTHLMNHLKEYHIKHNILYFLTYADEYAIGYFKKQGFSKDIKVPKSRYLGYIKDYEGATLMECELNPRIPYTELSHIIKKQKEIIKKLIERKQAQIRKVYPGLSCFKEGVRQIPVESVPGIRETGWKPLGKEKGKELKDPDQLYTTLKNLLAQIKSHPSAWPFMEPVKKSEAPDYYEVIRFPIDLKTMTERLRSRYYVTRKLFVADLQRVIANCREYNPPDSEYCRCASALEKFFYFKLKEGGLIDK
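Enzyme at 20nM final was mixed with library compounds for 15 min at room temperature. Peptide H3(1-25) at 75uM, acetyl-CoA at 70uM and ThioGlo1 at 50uM were then added. Plates were read immediately and after 20 min (Ex340nm/Em540nm).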
N370S GC: inhibitors or activators of N370S glucocerebrosidase for Gaucher disease | P04062 | N370S GC spleen homogenate, 4MU-glucoside fluorescence | Potency, µM (doses to about 59.4 µM), inactives show at the highest dose activity change, negative = inhibition, most hits filed as inhibitors | 0.092% of 330,000 active;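 note: 0% = full enzyme activity and -100% = no enzyme basal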
The depositor's hits bear a star; ? = inconclusive; . = not tested or not shown; & = joins results of further samples; [ ] = another dose, or the depositor's remark. Calls come from the whole dose curve; as a rule, active = well fitted curve in the direction sought with a large enough effect; inconclusive = small, poorly fitted or top-dose-only effect, or another doubt; inactive = no such curve, though single readings can be large; an effect the other way counts as inactive or inconclusive. Unless noted, % is set by controls: 0 for no effect and ±100 for the full control effect; potency is the fitted concentration of half-maximal effect. An excerpt, so the mix of outcomes need not match the whole.

Fields – N370S GC	GCN5L2 inh	FEN1 inh
COc1ccc(-n2nc(C(=O)NCC(=O)NCc3ccc(F)cc3)c3ccccc3c2=O)c(OC)c1
→ 3%	?	4%
COc1ccc(S(=O)(=O)NCC(=O)N(CC2CCCO2)C(C(=O)NC2CCCC2)C(C)C)cc1 (stereo unspecified)
→ -5%	-6%	4%
O=C(Nc1ccc2c(c1)OCO2)c1cncc(Br)c1
→ -3%	-8%	-13%
CCCOc1ccc(/C=C/C(=O)Nc2sc3c(c2C(=O)OCC)CCC(C)C3)cc1OC (stereo unspecified)
→ .	-8%	-2%
CCOC(=O)C(C)c1n[nH]c(=O)c2ccccc12 (stereo unspecified)
→ 2%	-4%	1%
CC1CC1C(=O)OCC(=O)NCc1ccc(Cl)cc1 (stereo unspecified)
→ 21%	2%	-9%
CCc1noc(C)c1C(=O)NNC(=O)c1cc(OC)c(OC)c(OC)c1
→ 0%	0%	-1%
COc1ccc(C(=O)NCC(=O)OCC(=O)Nc2cc(OC)ccc2OC)cc1
→ 9%	1%	5%
CC1(C)CC(NC(=O)c2cc([N+](=O)[O-])cc([N+](=O)[O-])c2)CC(C)(C)N1
→ -4%	-27%	-2%
O=C(CSc1ccc(-c2cccnc2)nn1)Nc1ccccc1C(F)(F)F
→ 3%	?	-2%
CCOc1ccc(NS(=O)(=O)c2ccc(NC(=S)NC(=O)C(C)C)cc2)cc1
→ -14%	-20%	-8%
Cc1ccc(S(=O)(=O)c2cn(Cc3cccc(F)c3)c3cc(N4CCCC4)c(F)cc3c2=O)cc1
→ .	-5%	-4%
O=C(CCC(=O)N(CC(=O)NC1CCCCC1)Cc1ccccc1)Nc1ccccn1
→ -1%	1%	-3%
CCOC(=O)CC1(NC(=O)c2cc(COc3c(F)cccc3F)on2)CCCCC1
→ 0%	-7%	18%
COC(=O)c1cc(-c2ccc(Cl)cc2)n(-c2ccc(S(N)(=O)=O)cc2)n1
→ 2%	-7%	10%

Carrying on:
Fields – N370S GC	GCN5L2 inh	FEN1 inh
COC(=O)C(O)(CC(=O)c1ccc(OC)cc1)C(F)(F)F (stereo unspecified)
→ -5%	2%	7%
CCN(CC)c1ccc(C(=O)NN)cc1
→ -20%	-4%	2%
COc1cccc(NC(=S)N2CCN(c3ccc([N+](=O)[O-])cc3)CC2)c1
→ -13%	0%	1%
COc1cccc(Cn2c(SCc3ccc(C(=O)N4CCC(C)CC4)cc3)nc3ccncc32)c1
→ .	-5%	-5%
COc1ccc(CCNC(=O)CSc2ccc(NC(C)=O)cc2)cc1OC
→ -4%	-5%	-3%
Cc1ccccc1CCN(CC(=O)NC1CCCCC1)C(=O)c1csnn1
→ -13%	-9%	4%
COCc1ccc(CN2CCCC(C(=O)Nc3ccc(-c4cscn4)cc3)C2)o1 (stereo unspecified)
→ -29%	-4%	-8%
CC1CCN(S(=O)(=O)c2ccc(NC(=O)Cn3nnc(-c4ccccc4F)n3)cc2)CC1
→ 11%	-20%	-13%
CCn1nc(NC(=O)CC(C)C)c2cc3cccc(C)c3nc21
→ 2%	-6%	15%
CCCCn1c(SCC(=O)N(C)C2CCS(=O)(=O)C2)nc2cc(S(N)(=O)=O)ccc21 (stereo unspecified)
→ -3%	-10%	-19%
CCN(CC)CCNc1ccnc2cc(Cl)ccc12
→ 1%	-22%	0%
O=C(Nc1nnc(C2CC2)s1)c1cc([N+](=O)[O-])ccc1N1CCCCC1
→ 9%	-6%	8%
COc1ccc(C(=O)OCc2nc(N)nc(Nc3ccccc3C)n2)cc1OC
→ -21%	-2%	10%
CC(C)(C)c1ccc(Oc2ccc(N)cc2)cc1
→ 3%	-6%	-5%
CC(C)C(=O)Nc1ccc(C(=O)Nc2nnc(C(C)C)s2)cc1
→ -24%	0%	21%

Filtered by structure: those above with a CF3 group
Fields – N370S GC	GCN5L2 inh	FEN1 inh
O=C(CSc1ccc(-c2cccnc2)nn1)Nc1ccccc1C(F)(F)F
→ 3%	?	-2%
COC(=O)C(O)(CC(=O)c1ccc(OC)cc1)C(F)(F)F (stereo unspecified)
→ -5%	2%	7%

(cont.)
Fields – N370S GC	GCN5L2 inh	FEN1 inh
O=C(NCC(c1ccco1)N1CCOCC1)c1ccccc1 (stereo unspecified)
→ -15%	1%	-4%
O=C(CN1C(=O)NC2(CCCc3ccccc32)C1=O)N1CCc2ccccc2C1 (stereo unspecified)
→ -8%	-2%	-5%
CCn1c(=S)sc2c(=O)n(-c3ccccc3)c(=S)[nH]c21
→ -13%	-15%	3%
CCCCCN1C(C(=O)c2ccccc2)=C(NC(=O)c2ccc(C)cc2)c2ccccc2S1(=O)=O
→ .	-8%	-5%
O=C(NCc1ccccc1)N1CCOc2ccccc21
→ -7%	-6%	-3%
Cc1ccc(Oc2ccc(NS(=O)(=O)c3cccc(C(=O)O)c3)cc2)cc1
→ .	2%	1%
Nc1ccc2nc(-c3cccc(-c4nc5ccc(N)cc5[nH]4)n3)[nH]c2c1
→ -3%	-8%	?
CCCCNC(=S)Nc1ccc(F)cc1
→ 3%	-1%	1%
Cc1ccc(NCc2n[nH]c(=S)n2-c2ccccc2)cc1
→ -2%	2%	-2%
COc1ccc(OCc2ccc(-c3nc(C#N)c(N4CCN(C)CC4)o3)o2)cc1
→ .	-16%	-17%
O=C(Nc1ccccc1)NC1(C(=O)NCCCN2CCOCC2)CCCCC1
→ -2%	-1%	1%
CCN(CC)S(=O)(=O)c1ccc(-n2cnnn2)c(C)c1
→ -1%	0%	6%
CCCC[C@@H](CN[C@H](C)CNC)NCC1CCC(C(C)(C)C)CC1 (stereo partly specified)
→ -8%	-3%	-9%
Cc1cc(N2CCN(C)CC2)nc2ccc(NC(=O)Nc3ccccc3Cl)cc12
→ .	-1%	-9%
COc1ccc(CNC(=S)Nc2ccccc2)cc1Cl
→ 4%	-7%	2%

The results go on.
Fields – N370S GC	GCN5L2 inh	FEN1 inh
COc1ccc(NC(=O)CCCC(=O)c2ccccc2)c(OC)c1
→ 9%	-16%	0%
O=C(O)c1ccccc1C(=O)N(Cc1ccccc1)Cc1ccccc1
→ 5%	1%	-9%
CCOC(=O)CCn1nc(-c2ccc(C)cc2)c2ccccc2c1=O
→ 6%	2%&-1%	-4%&-17%
CC(=O)Nc1ccc(S(=O)(=O)N2CCN(S(=O)(=O)N3CCCCC3)CC2)cc1
→ 3%	-3%	3%
Cc1nc2ccccn2c1C(=O)Nc1ccc2c(c1)OCCO2
→ 20%	-1%	-4%
CCOC(=O)c1c(C(F)(F)C(F)(F)C(F)(F)C(F)(F)F)n[nH]c1C
→ -2%	-5%[0.501 µM]	?
CC(C)OCCCNC(=O)c1cccc(NC(=O)c2ccccc2)c1
→ 20%	-4%	6%
O=S(=O)(NC1CC2CCC1C2)c1ccc(Br)cc1 (stereo unspecified)
→ -15%	-8%	10%
CSc1ccccc1C(=O)NCCCn1ccnc1
→ -3%	3%	14%
O=C(O)CCCCCN1C(=O)C(=O)/C(=C(/O)c2ccccc2)C1c1ccccc1 (stereo unspecified)
→ 23%	-5%	4%
CCOc1cc(N2CCOCC2)c(OCC)cc1NC(=O)c1oc2ccccc2c1C
→ 2%	0%	0%
Fc1ccc(-c2cn3cc(Cc4ccccc4)sc3n2)cc1
→ .	-7%	-4%
O=c1cc(-c2cccc(F)c2)[nH]c2cc(Cl)ccc12
→ 7%[89.1 µM]	-4%[88.6 µM]	.
CCOC(=O)C1CCN(C(c2cc3c(C)ccc(C)c3[nH]c2=O)c2nnnn2C2CCCCC2)CC1 (stereo unspecified)
→ 7%	-16%	-7%
CC1=C(C(=O)Nc2ccccc2)C(c2ccncc2)C(C#N)=C(SCC(=O)NC(C)C)N1 (stereo unspecified)
→ 8%	-1%	9%

Remaining list, next part:
Fields – N370S GC	GCN5L2 inh	FEN1 inh
O=C(O)C1C2C=CC(C3CC23)C1C(=O)NCCc1ccccc1 (stereo unspecified)
→ 9%	-2%	-1%
O=C(Nc1ccc2c(c1)OCO2)c1c(F)cccc1F
→ -2%	-2%	-1%
CCCCCCn1c(=O)[nH]c2nc3cc(N)ccc3nc2c1=O
→ 2%	-27%	-1%
O=C(CCCN1C(=O)CCC1=O)Nc1ccccc1F
→ -3%	-10%[0.501 µM]	-11%
O=[N+]([O-])c1ccc(/C([O-])=C(/C(=S)Nc2ccccc2F)[n+]2ccccc2)cc1
→ 4%	-4%	-2%
CCN(CC(=O)NCCCN1CCOCC1)S(=O)(=O)c1ccc(F)cc1
→ -2%	1%	-3%
CCc1cc(C(=O)Nc2ccccc2)cs1
→ .	0%	8%
COc1ccc(/C=C(/NC(=O)c2ccccc2)C(=O)NCC2CCCO2)cc1 (stereo unspecified)
→ -12%	-2%	-4%
COc1ccc(-c2nnc3sc(COc4ccc(C)cc4)nn23)cc1
→ 29%	-2%	2%
CCOC(=O)c1c(NC(=O)CC2SC(N)=NC2=O)sc(C)c1C (stereo unspecified)
→ ?	1%	17%
COc1cccc(-c2c(C(=O)N/N=C/C3CC=CCC3)nnn2-c2nonc2N)c1 (stereo unspecified)
→ -9%	1%	12%
Cc1ccsc1C(=O)N1CCCC(N(C)Cc2ccccc2)C1 (stereo unspecified)
→ -19%	0%	5%
N[C@@H](Cc1ccc(O)cc1)c1nnc([C@H](CC(=O)O)NC(=O)C2CCNCC2)o1
→ 10%	3%	-5%
COc1cccc(CNC(=O)c2ccc(-c3nc(COc4ccccc4)c(C)o3)cc2)c1
→ .	-3%	-16%
O=C(Nc1ccc(S(=O)(=O)N2CCC(C(=O)NC3CCCCC3)CC2)cc1)c1ccco1
→ -15%	2%	-5%

Profiles, looked up by structure:
COc1ccc(/C=C(/NC(=O)c2ccccc2)C(=O)NCC2CCCO2)cc1 (stereo unspecified) is listed as N370S GC: -12%; GCN5L2 inh: -2%; FEN1 inh: -4%
CCCCCCn1c(=O)[nH]c2nc3cc(N)ccc3nc2c1=O is listed as N370S GC: 2%; GCN5L2 inh: -27%; FEN1 inh: -1%
COc1cccc(CNC(=O)c2ccc(-c3nc(COc4ccccc4)c(C)o3)cc2)c1 is listed as N370S GC: .; GCN5L2 inh: -3%; FEN1 inh: -16%

Carrying on.
Fields – N370S GC	GCN5L2 inh	FEN1 inh
COc1cc(-c2noc(C)c2/C=C/c2ccc(N)cc2)cc(OC)c1OC
→ 1%	-2%	-1%&-2%
COc1ccc(-n2c3c(cc(C(=O)N4CCC(C)CC4)c2=O)C(=O)CC(C)(C)C3)cc1
→ ?	-8%	-1%
O=C(c1ccco1)N1N=C(c2ccco2)CC1c1ccc(Cl)cc1Cl (stereo unspecified)
→ .	-2%	7%
COc1ccc(NC(=S)Nc2cccc(S(=O)(=O)N3CCCCC3)c2)cc1
→ -10%	1%	-3%
Cc1cc(C)nc(/N=C2\NC(=O)CC(C(=O)O)N2c2ccc(Cl)cc2Cl)n1 (stereo unspecified)
→ 8%	0%	-4%
Cc1ccc2nc(NC(=O)CSc3nccn3Cc3ccc(F)cc3)sc2c1
→ .	-5%	-11%
CCCn1c(-c2ccc(S(=O)(=O)N3CCOCC3)cc2)csc1=Nc1ccc(OCC)cc1
→ .	-13%	-4%
COc1cc(C(=O)OCC(=O)NC2CC2)cc(OC)c1OC
→ .	-3%	-1%
C/C=C(\C)CN1CCC(Oc2cc(C(=O)NC3CC3)ccc2OC)CC1
→ -2%	-8%	-6%
CCCOc1cc(N(CC)CC)ccc1/C=C(/C#N)c1nc2ccc(C)cc2[nH]1
→ ?	-3%	-7%
COc1ccc(CCNC(=O)C2CCN(S(=O)(=O)c3cnc[nH]3)CC2)cc1OC
→ 4%	-1%	6%
CCCOc1ccc(S(=O)(=O)NCc2ccc(OC)cc2)cc1
→ -21%	-2%	-5%
CCc1ccc(OCC(=O)NNC(=O)C2CCN(c3ncnc4sc(C)c(C)c34)CC2)cc1
→ -10%	-16%	6%
CC(C)C1Cc2c(sc(NC(=S)NC(=O)c3ccccc3)c2C#N)CO1 (stereo unspecified)
→ -1%	3%	-5%
CC(C)(C)OC(=O)N1CCC[C@H]1c1nnc(SCc2c(F)cccc2Cl)o1
→ 7%	-3%	-5%

(cont.)
Fields – N370S GC	GCN5L2 inh	FEN1 inh
COc1cccc2c1cc1c(=O)n(CC(=O)N3CCN(c4ccc(Cl)cc4)CC3)nc(C)n12
→ .	-3%	6%
CCOC(=O)C1CCN(c2ccccc2CN2CCN(c3ccccc3OCC)CC2)CC1
→ -4%	-4%	-12%
CCN(CC)c1ccc(-n2c(O)c(C=C3N=c4ccccc4=N3)sc2=S)cc1
→ -1%	28%	10%
CC[Si](CC)(CC)O[C@H]([C@@H](C)COCOC)[C@@H](C)COCc1ccc(OC)cc1
→ -2%	.	15%
CC(=O)Oc1ccccc1C(=O)O
→ ?	-1%&-1%	-62%
CCCCCCOC(=O)Sc1nc2ccccc2o1
→ 28%	1%	-4%
COc1cccc(-c2nc3c(C#N)c[nH]n3c2NC2CCC(C)CC2)c1 (stereo unspecified)
→ .	-4%	-15%
Cc1cc(C)c(SCCc2ccncc2)c(C)c1
→ 2%	-3%	-10%
